High-throughput results deposited in PubChem by National Center for Advancing Translational Sciences (NCATS).
Nrf2 ARE act: activators of Nrf2 (ARE) signaling | AREc32 ARE-luciferase reporter (MCF7-derived line), luminescence, 24 h | Potency, µM (top dose mostly 46.1 µM), for the others: at the top dose activation, usual class: activators | 410,000 compounds, 0.31% hits; note: potency is the fitted concentration of half-maximal effect; % of control where 0% means no effect; nearly all actives have a fitted effect of over 65% in size
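For detection, Steady-Glo was added and plates sat 30 min at RT; before that, AREc32_Fluc cells grown overnight in OPTI-MEM/5% FBS had been treated with 23 nL compound for 24 hr at 37 deg C.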
Abeta yeast res: A-beta toxicity reversal in yeast. yeast expressing A-beta42, growth rescue, OD600, 48 h; response scale: 0% DMSO, 100% iron-clioquinol control. Potency, µM (series often up to 46.1 µM), inactives show at the highest dose growth rescue, usual class: activators. 410,000 compounds, 0.063% hits. AID 1347071; note: potency is the fitted concentration of half-maximal effect; nearly all actives have a fitted effect of over 55% in size
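Growth rescue measured by 600 nm absorbance after 48 h yeast culture at 30 C with compound. Values normalized between DMSO and an equimolar ferric chloride plus clioquinol control.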
Nrf2 block: Nrf2 pathway inhibition | A549 ARE-Fluc reporter, luciferase luminescence, 18-24 h | Potency, µM (titrated, usually from 46 µM), inactives show at the top dose activity change, negative = inhibition, most hits filed as inhibitors | 360,000 compounds, 2.1% hits; note: potency is the fitted concentration of half-maximal effect; % is set by controls: 0 for no effect and ±100 for the full control effect; nearly all actives have a fitted effect of over 60% in size
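Two sequential reads on A549 ARE_Fluc cells exposed to compound for 18-24 h: a CellTiter-Fluor fluorescence read for viability, then a luciferase luminescence read for Nrf2/ARE activity.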
HepG2 tox: counter-screen for TGF-b inhibitors: cytotoxicity in HepG2 cells | HepG2 CAGA-GFP viability, ATP luminescence, 18 h | Potency, µM (titrated, usually from 46.1 µM), inactives show at the top dose activity change, negative = cytotoxicity, actives largely listed as cytotoxic | 410,000 compounds, 0.76% hits; note: potency is the fitted concentration of half-maximal effect; some results filed as inactive show a strong effect at the top dose
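CellTiter-Glo luminescence gave cytotoxicity after 18 hours at 37 degrees C. The cells were HepG2 CAGA-GFP in 1% FBS DMEM, stimulated with 500 pg/mL TGF-beta after compound addition. %Activity was normalised to no-cell wells (complete cell-killing) and DMSO (no toxicity), and curves were fitted and classified.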
A549 tox: kills or reduces viability of A549 cells in Nrf2 counter-screen. A549 ARE-Fluc cells, CellTiter-Fluor viability, 18-24 h. Potency, µM (series often up to 46 µM), for inactives: top-dose activity change, negative = cytotoxicity, actives largely listed as inhibitors. 390,000 compounds, 0.16% hits. AID 504648; note: potency is the fitted concentration of half-maximal effect; % is set by controls: 0 for no effect and ±100 for the full control effect
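A549 ARE-Fluc cells in 5% FBS OPTI-MEM, 5000 cells/well, rested 2 h then exposed to compounds in concentration-response for 18-24 h at 37 °C. Viability by CellTiter-Fluor fluorescence (Ex 405/Em 525) after 30 min; luciferase luminescence (BugLite, 15 min, RT) read afterwards.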
Mm-Cpn inhibitor: inhibitors of Methanococcus maripaludis chaperonin (MmCpn); purified Mm-Cpn ATPase, ADP Transcreener TR-FRET; Potency, µM (titrated, usually from 76.9 µM), without a hit: at the highest dose activity, negative = inhibition, actives largely listed as inhibitors; 330,000 compounds, 0.031% hits; AID 504842; note: potency is the fitted concentration of half-maximal effect; % is set by controls: 0 for no effect and ±100 for the full control effect; nearly all actives have a fitted effect of over 80% in size
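Purified archaeal chaperonin (25 nM final) was preincubated with compound for 10 min at 37°C, then ATP (10 uM final) was added for 30 min at 37°C in Tris pH 7.4/KCl/MgCl2/DTT buffer. ADP was quantified by HTRF Transcreener TR-FRET.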
Akt phos inh: Akt phosphorylation inhibition; Neuro2A IGF-stimulated pAkt S473 HTRF, 20 min; stronger effect = lower value; activity change, % for hits at 50 µM; 360,000 compounds, 0.32% hits; in the data active = activity change below about -80%; inconclusive = mostly about -51% to -80%; note: % is set by controls: 0 for no effect and ±100 for the full control effect
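Neuro2A cells in DMEM with 0.5% FBS, overnight at 37 deg C, given compound at single 50 µM final, then IGF (6 nM final) for 20 min at 37 deg C. Lysed; phospho-Akt Ser473 by HTRF after 24 h, 665/615 ratio.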
TGFb SMAD3 inh: blocks TGF-b signaling; HepG2 CAGA-GFP TGF-b/SMAD3 reporter, GFP fluorescence, 18 h; TGF-beta stimulated, 500 pg/mL final; Potency, µM (top dose mostly 46.1 µM), without a hit: top-dose activity, negative = inhibition, most hits filed as inhibitors; 410,000 compounds, 1.2% hits; AID 588855; note: potency is the fitted concentration of half-maximal effect; % is set by controls: 0 for no effect and ±100 for the full control effect; nearly all actives have a fitted effect of over 65% in size
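Per well, imaged GFP fluorescence of HEPG2 CAGA-GFP cells gives the signal; cells get compound, then TGF-beta (500 pg/mL final), 18 h at 37 degrees C; %Activity versus -TGF-beta and +DMSO controls.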
CCT modulator: cytosolic chaperonin activity modulation; purified chaperonin ATPase assay, HTRF ADP detection, 30 min; activity change, % (test concentration not listed), hits read low; 360,000 compounds, 0.3% hits; in the data active = activity change below about -30%; note: % is set by controls: 0 for no effect and ±100 for the full control effect
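Nucleotide hydrolysis assay: TRiC at 20–40 nM final (set by batch activity) with 10 uM ATP, 30 min at 37 °C, in presence of 76 uM compound. Detection by competitive ADP HTRF, 30 min ambient.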
The depositor's hits bear a star; [ ] = dose if it differs, or a comment. Unless noted, calls come from the whole dose curve; as a rule, active = well fitted curve in the direction sought with a large enough effect; inconclusive = small, poorly fitted or top-dose-only effect, or another doubt; inactive = no such curve, though single readings can be large; an effect the other way counts as inactive or inconclusive.

What do the screens show for `CCCOc1ccc(C2CC(=O)Nc3c2c(=O)n(C)c(=O)n3C)cc1OC` (stereo not given)?
Nrf2 ARE act: -0.1%; Abeta yeast res: -10.4%; Nrf2 block: -3.1%; HepG2 tox: 8.1%; A549 tox: 0.8%; TGFb SMAD3 inh: 0.9%

What do the screens show for `CCc1nc(NCC(C)C)c(C#N)c2c1COC(C)(C)C2`?
Nrf2 ARE act: 0.4%; Abeta yeast res: 12.9%; Nrf2 block: 1.8%; HepG2 tox: -4.1%; A549 tox: -13.8%; Mm-Cpn inhibitor: 0.1%; Akt phos inh: inactive; TGFb SMAD3 inh: -39.1%; CCT modulator: -0.4

How did c1ccc2c(C(c3nnnn3-c3ccc4c(c3)OCCO4)N3CCCC3)ccnc2c1 (stereo not given) do in these assays?
Nrf2 ARE act: -0.2%; Abeta yeast res: -1.6%; Akt phos inh: inactive; CCT modulator: 1.2

How did CC(=O)N1CCN(C(=O)c2ccc(C)c(S(=O)(=O)N3CCCCC3)c2)CC1 do in these assays?
Nrf2 ARE act: -0.1%; Abeta yeast res: -17.0%; Nrf2 block: -5.3%; HepG2 tox: 5.6%; A549 tox: -3.0%; Mm-Cpn inhibitor: -2.2%; Akt phos inh: inactive; TGFb SMAD3 inh: 7.8%; CCT modulator: -0.9

How did C=CCOC(=O)C1=C[C@H](c2ccc(C(F)(F)F)cc2)[C@@H](CCCO)[C@H](OCC)O1 do in these assays?
Nrf2 ARE act: 6.9%; Abeta yeast res: 27.8%; Nrf2 block: 7.4%; HepG2 tox: -22.2%; A549 tox: 1.1%; Akt phos inh: inactive; TGFb SMAD3 inh: -13.7%; CCT modulator: -0.8

Results for COC1=C(NCc2ccc3c(c2)OCO3)C(=O)C(OC)=C(NCc2ccc3c(c2)OCO3)C1=O ?
Nrf2 ARE act: -0.4%; Abeta yeast res: 4.2%; Nrf2 block: 5.2%; HepG2 tox: 2.4%; A549 tox: -5.1%; Akt phos inh: inactive; TGFb SMAD3 inh: 7.6%; CCT modulator: -0.7

What do the screens show for `O=C(c1ccc(Cl)c(S(=O)(=O)N2CCCC2)c1)N1CCN(Cc2ccccc2)CC1`?
Nrf2 ARE act: 0.5%; Abeta yeast res: -13.1%; Nrf2 block: 6.2%; HepG2 tox: -32.6%; A549 tox: 1.3%; Akt phos inh: inactive; TGFb SMAD3 inh: -27.5%; CCT modulator: 1.9

Results for O=C(CCSCc1ccccc1F)N1CCN(c2ccc(Cl)cc2)CC1 ?
Nrf2 ARE act: 4.9%; Abeta yeast res: 11.7%; HepG2 tox: -28.4%; A549 tox: 13.8%; TGFb SMAD3 inh: inconclusive

How did COc1cccc(CNC(=O)CCCc2nnc3n(C)c(=O)c4sccc4n23)c1 do in these assays?
Nrf2 ARE act: 0.0%; Abeta yeast res: -20.2%; Nrf2 block: 11.5%; HepG2 tox: 3.0%; A549 tox: -0.3%; Mm-Cpn inhibitor: 0.6%; TGFb SMAD3 inh: 6.6%; CCT modulator: -2.2

What do the screens show for `CSc1ncccc1C(=O)OCC(=O)N1CCc2ccccc21`?
Nrf2 ARE act: 0.3%; Abeta yeast res: -12.9%; Nrf2 block: 5.5%; HepG2 tox: 13.8%; A549 tox: -1.2%; Mm-Cpn inhibitor: 3.4%; Akt phos inh: inactive; TGFb SMAD3 inh: -0.7%; CCT modulator: -0.4

What do the screens show for `O=c1cc([O-])[n+]2c3n1CCCN3CCC2`?
Nrf2 ARE act: -0.4%; Abeta yeast res: -7.0%; Nrf2 block: 0.6%; HepG2 tox: 3.8%; A549 tox: -1.6%; Mm-Cpn inhibitor: 1.6%; Akt phos inh: inactive; TGFb SMAD3 inh: 1.9%; CCT modulator: 0.6

What do the screens show for `Clc1cc(Cl)c(OCCCCn2cncn2)c(Cl)c1`?
Nrf2 ARE act: 1.0%; Abeta yeast res: -21.6%; Nrf2 block: -4.7%; HepG2 tox: -9.9%; A549 tox: 2.7%; Mm-Cpn inhibitor: -0.4%; Akt phos inh: inactive; TGFb SMAD3 inh: -11.6%; CCT modulator: -1.1

Results for Cc1cc(C)c2c(CN(Cc3ccccc3)Cc3ccccc3)cc(=O)oc2c1 ?
Nrf2 ARE act: -0.2%; Abeta yeast res: 0.6%; HepG2 tox: -24.9%; Akt phos inh: inactive; TGFb SMAD3 inh: inconclusive; CCT modulator: -1.3

Results for O=C1CC(c2ccc(F)cc2)Cc2nc(NCc3ccco3)ncc21 (stereo not given) ?
Nrf2 ARE act: 4.3%; Abeta yeast res: -15.8%; HepG2 tox: -5.5%; A549 tox: 9.5%; Mm-Cpn inhibitor: 0.8%; Akt phos inh: -83.7%*; TGFb SMAD3 inh: -4.3%; CCT modulator: -22.7

How did COC(=O)c1ccc(/C=N/Nc2nc(-c3ccc(C)cc3)cs2)cc1 do in these assays?
Nrf2 ARE act: 0.2%; Abeta yeast res: -15.9%; Nrf2 block: 2.8%; HepG2 tox: -1.0%; A549 tox: 6.2%; Mm-Cpn inhibitor: -0.2%; Akt phos inh: inactive; TGFb SMAD3 inh: -1.5%; CCT modulator: -3.8

How did Cc1cccc(CNC(=O)c2oc3c(c2C)-c2nn(Cc4cccc(Cl)c4)cc2CC3)c1 do in these assays?
Nrf2 ARE act: -1.0%; Abeta yeast res: -5.4%; Nrf2 block: -3.6%; HepG2 tox: -7.3%; A549 tox: 9.4%; TGFb SMAD3 inh: inconclusive

Results for O=C1N=c2ccccc2=C1c1sc(NS(=O)(=O)c2ccccc2)nc1O ?
Nrf2 ARE act: 0.4%; Abeta yeast res: -44.9%[inhibitor]; Nrf2 block: 17.7%; HepG2 tox: -6.6%; A549 tox: -13.0%; Mm-Cpn inhibitor: -6.6%; Akt phos inh: inactive; TGFb SMAD3 inh: 2.0%; CCT modulator: -2.9

What do the screens show for `CCc1ccc(NC(=O)C(=O)NCCc2sc(-c3ccc(C)cc3)nc2C)cc1`?
Nrf2 ARE act: -2.5%; Abeta yeast res: -5.2%; HepG2 tox: 2.9%; A549 tox: 9.2%; TGFb SMAD3 inh: 4.1%

What do the screens show for `COc1ccccc1C1/C(=C(/O)c2ccc(C)cc2)C(=O)C(=O)N1CCN1CCOCC1` (stereo not given)?
Nrf2 ARE act: 0.0%; Abeta yeast res: 10.8%; Nrf2 block: -11.9%; HepG2 tox: 8.5%; A549 tox: -2.9%; Mm-Cpn inhibitor: -0.6%; Akt phos inh: inactive; TGFb SMAD3 inh: 3.4%; CCT modulator: 0.3

What do the screens show for `O=C(Cn1nnc2ccccc2c1=O)NCc1ccco1`?
Nrf2 ARE act: 0.0%; Abeta yeast res: 0.5%; Nrf2 block: 9.1%; HepG2 tox: 35.6%; A549 tox: -4.3%; Mm-Cpn inhibitor: -0.5%; Akt phos inh: inactive; TGFb SMAD3 inh: inconclusive; CCT modulator: -2.9

What do the screens show for `COc1ccc(NC(=O)CSc2nnc(-c3cccs3)o2)cc1`?
Nrf2 ARE act: 6.5%; Abeta yeast res: -9.3%; Nrf2 block: 4.0%; HepG2 tox: -1.0%; A549 tox: 0.5%; TGFb SMAD3 inh: 16.6%

Results for CC1Cc2ccccc2N1C(=S)NC(=O)c1ccco1 (stereo not given) ?
Nrf2 ARE act: 6.0%; Abeta yeast res: 7.2%; Nrf2 block: 6.2%; HepG2 tox: -31.6%; A549 tox: -5.3%; Mm-Cpn inhibitor: -0.4%; Akt phos inh: inactive; TGFb SMAD3 inh: -5.1%; CCT modulator: -2.1

How did Cc1[nH]c(SCC(=O)Nc2cc(S(C)(=O)=O)ccc2Cl)nc1Cc1ccccc1 do in these assays?
Nrf2 ARE act: 5.6%; Abeta yeast res: 17.1%; Nrf2 block: inconclusive; HepG2 tox: 0.5%; A549 tox: -4.3%; Mm-Cpn inhibitor: 0.3%; Akt phos inh: inactive; TGFb SMAD3 inh: -20.9%; CCT modulator: -3.2

Results for Cc1cn2c(N)c(C=C3C=C(Cl)C(=O)C(Cl)=C3)c(=O)nc2s1 ?
Nrf2 ARE act: 2.6%; Abeta yeast res: 1.4%; Nrf2 block: inconclusive; HepG2 tox: -0.7%; A549 tox: inconclusive; Mm-Cpn inhibitor: -1.5%; Akt phos inh: inactive; TGFb SMAD3 inh: 3.0%; CCT modulator: -0.7

Results for CC(=O)c1cccc(NC(=O)C(CC(C)C)NC(=O)C2CCCCC2)c1 (stereo not given) ?
Nrf2 ARE act: -0.2%; Abeta yeast res: -9.9%; Nrf2 block: 1.8%; HepG2 tox: 7.6%; A549 tox: 3.8%; Mm-Cpn inhibitor: 2.2%; Akt phos inh: inactive; TGFb SMAD3 inh: 7.6%; CCT modulator: -1.2

Results for Cc1c(CNC2CCCCC2)c(C(=O)O)c(C)n1Cc1c(F)cccc1Cl ?
Nrf2 ARE act: 0.2%; Abeta yeast res: 18.6%; Nrf2 block: 1.0%; HepG2 tox: -3.4%; A549 tox: 0.5%; TGFb SMAD3 inh: 7.7%

Results for COc1ccc(C(=O)Nc2sc(C(=O)N(C)C)c(C)c2C#N)cc1[N+](=O)[O-] ?
Nrf2 ARE act: -0.2%; Abeta yeast res: -7.1%; Nrf2 block: 7.1%; HepG2 tox: -5.4%; A549 tox: -5.0%; Mm-Cpn inhibitor: -0.6%; Akt phos inh: inactive; TGFb SMAD3 inh: -0.4%; CCT modulator: -3.0

Hits appear at their usual frequency, and some 4.3% of all compounds hit somewhere here.
